Compound activity from PubChem BioAssay.
A-T KAP1 phos – qHTS Assay for Identifying a Potential Treatment of Ataxia-Telangiectasia | AID 485349, 2010 | […] A-T fibroblasts, KAP-1 phosphorylation AlphaLISA; neocarzinostatin DNA damage 30 min before lysis | Potency, µM (series often up to 57.5 µM), without a hit: top-dose activation, usual class: activators | 320,000 tested, 0.19% active; also: potency is read from the fitted curve at half-maximal effect; % of control where 0% means no effect; nearly all actives have a fitted effect of over 45% in size
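hTERT-immortalized A-T patient fibroblasts ([…]), 500 cells/well in OPTI-MEM, 1% FBS, got compounds for 60 min, then NCS for 30 min at 37C. Lysates were then assayed for phospho-KAP-1 by AlphaLISA (anti-pKAP1 donor, anti-KAP1 acceptor beads), 6 hr at 25C.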
MBNL1 CUG block – qHTS Assay for Inhibitors of MBNL1-poly(CUG) RNA binding; Muscleblind-like protein 1 (Homo sapiens), Q9NR56; AID 2675, 2010; Potency, µM (highest dose often 57.5 µM), for the others: at the top dose activity change, negative = inhibition, actives largely listed as inhibitors; 280,000 tested, 0.036% active; TR-FRET MBNL1-His/biotin-(CUG)12 binding, 665/545 ratio; active = well fitted inhibition curve with a large enough effect in the signal ratio, with a control signal flat, not every such curve was filed as active; inconclusive = small, poorly fitted or top-dose-only effect, or effect the other way, or a change in a side signal; inactive = no such curve, though single readings can be large or run the other way; the % refers to the signal ratio; also: potency is read from the fitted curve at half-maximal effect; % is scaled to controls: 0 for no effect and ±100 for the full control effect
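TR-FRET between His-tagged MBNL1 and biotin-(CUG)12 RNA, detected with Tb anti-His antibody (0.055 ng/ul) and streptavidin-XL665 (5 nM), 60 min at room temperature. Compounds titrated 92 nM to 58 uM; 665/545 nm ratio normalized to buffer and complex controls.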
CXXC DNA block – qHTS Fluorescence Polarization Assay for Inhibitors of MLL CXXC domain - DNA interaction | Histone-lysine N-methyltransferase 2A (Homo sapiens), Q03164 | MLL-CXXC / FITC-HOXA9 DNA fluorescence polarization | Potency, µM (doses to about 115 µM), without a hit: top-dose activity change, negative = inhibition, usual class: inhibitors | 290,000 tested, 0.037% active | AID 2662, 2010; active = well fitted inhibition curve with a large enough effect in the polarisation, with a control signal flat, not every such curve was filed as active; inconclusive = small, poorly fitted or top-dose-only effect, or effect the other way, or a change in a side signal; inactive = no such curve, though single readings can be large or run the other way; the % refers to the polarisation; also: potency is read from the fitted curve at half-maximal effect
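Purified MLL-CXXC (added from a 7 uM solution) was preincubated 5 min at ambient with pinned compounds in 50 mM Tris-HCl pH 7.5, 50 mM NaCl, 1 mM DTT, 0.05% BSA. Fluorescein-labeled HOX-A9 DNA (50 nM solution) followed, 30 min, then polarization read.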
KCNH2 3.1 block – qHTS for Inhibitors of KCHN2 3.1: Mutant qHTS | Potassium voltage-gated channel subfamily H member 2, brain isoform KCNH2 3.1 (human) | U2OS KCNH2 3.1, thallium flux FluxOr; active compounds read low | activity change, % (tested at about 1.8 µM) | 340,000 tested, 0.95% active;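 active = maximum activity change below -70%; inconclusive = maximum activity change from -70% to -50%; inactive = maximum activity change above -50%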;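 also: thallium influx rate constant from kinetic fluorescence after stimulation buffer; % is scaled to controls: 0 for no effect and ±100 for the full control effect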
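Thallium flux read-out: FluxOr dye with Red40 quencher in HBSS/HEPES, 45 min at RT. Rate constants from kinetic reads were normalized to positive and negative DMSO controls. Cells: U2OS virally expressing the 3.1 isoform.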
KCNH2 WT inh – qHTS for Inhibitors of KCHN2 3.1: Wildtype qHTS | U2OS, BacMam KCNH2, thallium flux FluxOr; active compounds read low | activity change, % at 1.84 µM | 340,000 tested, 0.37% active | AID 720551, 2013;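 active = maximum activity change below -70%; inconclusive = maximum activity change between -70% and -50%; inactive = maximum activity change above -50%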; also: % is scaled to controls: 0 for no effect and ±100 for the full control effect
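U2OS cells transduced with wild-type KCNH2 virus are loaded with FluxOr dye for 45 min, and thallium flux is measured in kinetic reads before and after stimulation buffer. Rate constants are normalized to DMSO controls.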
ASM inhibitor – Inhibitors of Secretory Acid Sphingomyelinase (S-ASM): qHTS; Potency, µM (doses to about 57.5 µM), inactives show top-dose activity change, negative = inhibition, hits mostly inhibitors; AID 504937, 2011; placental ASM, HMU-PC fluorogenic substrate, 60 min; 340,000 tested, 0.006% active; Sphingomyelin phosphodiesterase (Homo sapiens), P17405; also: potency is read from the fitted curve at half-maximal effect
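Fluorescence read-out (Ex 386 nm, Em 447 nm) after stopping the reaction at pH 10. Enzyme: ASM from human placenta; substrate HMU-PC0, 9 uM final; 60 min, 37 °C. Compound preincubation 10 min, ambient temperature.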
TRPV1 ag – HTS Assay for Compounds that Act as Agonists of the Vanilloid Receptor 1; Transient receptor potential cation channel subfamily V member 1 (Homo sapiens), Q8NER1; activation, % at 8.33 µM; 320,000 tested, 0.19% active; TRPV1-expressing cells, Fluo-8 calcium influx, agonist mode; AID 540275, 2011; in the data active = activation above about 80%; inconclusive = between about 30% and that limit; also: 0% is about no effect
Target sequence (Q8NER1 whole entry, looked up): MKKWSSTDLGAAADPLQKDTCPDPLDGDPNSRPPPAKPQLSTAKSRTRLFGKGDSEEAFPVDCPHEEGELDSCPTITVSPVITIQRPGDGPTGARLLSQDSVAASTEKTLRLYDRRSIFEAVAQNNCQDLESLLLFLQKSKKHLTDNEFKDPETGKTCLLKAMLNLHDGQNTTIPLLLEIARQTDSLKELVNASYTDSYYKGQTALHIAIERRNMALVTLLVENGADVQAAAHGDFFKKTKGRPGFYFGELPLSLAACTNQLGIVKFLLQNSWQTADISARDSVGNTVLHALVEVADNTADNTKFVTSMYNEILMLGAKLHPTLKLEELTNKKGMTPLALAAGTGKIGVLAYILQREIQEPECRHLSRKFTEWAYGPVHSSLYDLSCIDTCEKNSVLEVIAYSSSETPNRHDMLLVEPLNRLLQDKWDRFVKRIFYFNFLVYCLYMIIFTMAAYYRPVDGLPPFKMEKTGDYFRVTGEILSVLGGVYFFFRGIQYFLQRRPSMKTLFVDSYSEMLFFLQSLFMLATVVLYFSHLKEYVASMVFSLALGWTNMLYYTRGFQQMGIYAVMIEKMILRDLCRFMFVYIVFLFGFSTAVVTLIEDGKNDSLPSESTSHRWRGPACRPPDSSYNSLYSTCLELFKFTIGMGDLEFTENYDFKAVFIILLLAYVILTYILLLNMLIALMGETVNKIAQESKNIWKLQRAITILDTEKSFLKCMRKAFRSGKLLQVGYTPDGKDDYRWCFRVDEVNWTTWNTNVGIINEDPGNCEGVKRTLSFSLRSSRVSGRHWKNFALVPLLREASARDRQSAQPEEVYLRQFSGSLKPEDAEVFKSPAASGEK
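Cells expressing TRPV1 were dye-loaded with Fluo-8 and read kinetically: 10 s baseline, 3 min after compound (agonist portion), then 2 min after EC20 capsaicin (allosteric enhancer portion). Calcium-bound dye fluorescence at 480/520 nm.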
Coupling enz – qHTS Assay for Inhibitors of Fructose-1,6-bisphosphate Aldolase from Giardia Lamblia: Coupling assay counterscreen | coupling enzyme system counterscreen, AmpLite Red fluorescence | activity change, negative = inhibition, % at 58.2 µM, hits read low | 290,000 tested, 0.67% active | AID 2472, 2010; in the data active = activity change below about -30%; also: % is scaled to controls: 0 for no effect and ±100 for the full control effect
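Counterscreen lacking aldolase: glyceraldehyde-3-phosphate coupling-enzyme reagent preincubated 10 min at RT with compound (at 57.5 uM final), then substrate/coupling system with AmpLite Red added; fluorescence read at 525/598 nm after 20 min RT.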
GALK inh – qHTS Assay for Inhibitors of Human Galactokinase (GALK); P51570; Purified GALK, Kinase-Glo residual ATP luminescence; Potency, µM (series often up to 57.5 µM), without a hit: top-dose activity change, negative = inhibition, most hits filed as inhibitors; 270,000 tested, 0.007% active; AID 1868, 2009; also: potency is read from the fitted curve at half-maximal effect; % is scaled to controls: 0 for no effect and ±100 for the full control effect
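Human GALK (5 nM) with 35 uM ATP and 100 uM galactose in 20 mM HEPES pH 8.0, 5 mM MgCl2, 60 mM NaCl, 1 mM DTT, 0.01% BSA. After 1 h at room temperature, leftover ATP was read by Kinase-Glo Plus luminescence.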
Integrin act MD – qHTS for Activators of Integrin-Mediated Alleviation for Muscular Dystrophy | alpha7betagal myoblasts, beta-gal FDG fluorescence, 48 h | 350,000 tested, 0.064% active | AID 624291, 2012 | Potency, µM (series often up to 38.3 µM), inactives show top-dose activation, actives largely listed as activators;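 also: potency is read from the fitted curve at half-maximal effect; 100% = response of the positive control SU9516; nearly all actives have a fitted effect of over 60% in size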
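alpha7betagal+/- myoblasts (passage 13, 250/well) treated 48 h at 37C with compounds at 1:260 dilution of DMSO stock. Lysed, then beta-galactosidase activity read as FDG fluorescence (ex 480/em 540) after 30 min, with pre-read for autofluorescence.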
The depositor's hits bear a star; i = inactive; ? = inconclusive; nt = no result given; [ ] = dose if it differs, or a comment. Unless noted, calls follow the shape of the dose curve; as a rule, active = well fitted curve in the direction sought with a large enough effect; inconclusive = small, poorly fitted or top-dose-only effect, or another doubt; inactive = no such curve, though single readings can be large; an effect the other way counts as inactive or inconclusive.

compound,A-T KAP1 phos,MBNL1 CUG block,CXXC DNA block,KCNH2 3.1 block,KCNH2 WT inh,ASM inhibitor,TRPV1 ag,Coupling enz,GALK inh,Integrin act MD
CCOC(=O)c1c(C)n(COCCO)c2ccc(O)cc12,7%,-9%,-9%,-4,-4,3%,1,0,4%,8%
CC(=O)CCC(C)=O,-16%,nt,nt,1,0,-2%,1,nt,nt,nt
Cc1cc(OCC(=O)OC(C)C)c2c3c(c(=O)oc2c1)CCCC3,-4%,?,2%,-1,10,-9%,?,5,2%,-14%
CN1C(=O)NC(=O)/C(=C/c2ccc([N+](=O)[O-])s2)C1=O,?,?,-11%,-19,0,0%,1,-21,-2%,-58%[inhibitor]
O=C1C(=O)c2cccc3cccc1c23,17%,29%[11.5 µM],-1%,nt,-11,-1%,-7,6,nt,-4%
CCC(C)(C)n1nnnc1C(c1cccs1)N1CC=C(c2ccc(F)cc2)CC1 (centres undefined),3%,1%,19%,-10,6,-9%,7,-1,0%,-20%
C=CCn1c(O)c(C(CC)=NCCCO)c(=O)[nH]c1=O,-5%,-2%,1%,1,-6,2%,-1,5,3%,0%
CC(C)(C)c1ccc(OC(=O)N2CCCCC2)cc1,0%,-8%,3%,14,0,1%,?,1,0%,0%
O=[N+]([O-])c1ccc(Nc2ccccc2)cc1,-1%,nt,3%,1,1,-15%,5,3,0%,26%
O=C1c2cccc3cc([N+](=O)[O-])cc(c23)C(=O)N1c1ccccc1O,3%,?,0%,15,-2,-4%,-1,1,5%,-29%
O=C1CC(N2CCC(n3c(=O)[nH]c4ccccc43)CC2)C(=O)N1Cc1ccccc1 (centres undefined),15%,-9%,3%,-1,4,3%,-6,-1,1%,-10%
N#CCN1CCN(c2ccc(C(F)(F)F)cc2)CC1,-1%,-5%,-2%,-18,-7,3%,2,-2,2%,-6%
C=CCN1C(=O)NC(=O)/C(=C/c2cc3c4c(c2)CCCN4CCC3)C1=O,-3%,13%,?,-4,i,22%,-7,-8,1%,-5%
COC(=O)C1=C(c2c(C)noc2C)C[C@@H]2CC[C@H]1N2C(=O)NCCNC(C)=O,7%,nt,nt,-4,6,4%,-3,nt,nt,7%
O=[N+]([O-])c1ccccc1-c1cc(-c2ccccc2)cc(-c2ccccc2)[n+]1Cc1ccccc1Cl,7%,nt,nt,-5,-4,-9%,-1,nt,nt,-41%
C=CCOC(=O)C1=C(C)OC(N)=C(C(=O)OCC)C12C(=O)N(CC(N)=O)c1ccccc12 (centres undefined),3%,-14%,2%,-15,-6,2%,-1,-4,-1%,21%
Cc1nc2cc(C(F)(F)F)ccc2n1C1CCN(Cc2nnnn2Cc2cccs2)CC1,8%,0%,0%,-75*,-20,-12%,0,2,-2%,3%
CN1C(=O)C(=Cc2ccc(N(C)C)c([N+](=O)[O-])c2)C(=O)N(C)C1=O,-1%,?,-9%,nt,nt,nt,-2,-3,0%,nt
O=C1C=CC(=O)C=C1,-27%,nt,-8%,-2,21,5%,nt,nt,nt,nt
CCN(CC)C(=O)c1ccc2c(c1)C1C=CCC1C(C(=O)O)N2 (centres undefined),1%,?,-4%,3,-7,0%,-6,-20,nt,15%
CC(=O)c1c(C)n(Cc2ccccc2Cl)c2ccc(O)cc12,0%,-5%,-11%,-2,-2,0%,-4,0,5%,?
NCCCC(=O)OC1N=C(c2ccccc2Cl)c2cc(Br)ccc2NC1=O (centres undefined),3%,-2%,5%,6,0,1%,1,-5,-1%,-22%
COc1ccc(CC(=O)N2CCN(C)CC2)cc1,-3%,-4%,-7%,-3,34,-1%,-1,1,0%,32%
Clc1ccccc1CN1CCN(c2ccccc2Cl)CC1,nt,-3%,5%,-15,-12,6%,2,-2,1%,2%
Cc1cc(C)cc(N2C(=O)NC(=O)/C(=C\C=C\c3ccco3)C2=O)c1,-3%,6%,3%,-5,-6,-2%,17,5,0%,-55%[inhibitor]
c1cc(OCCN2CC2)ccn1,nt,nt,nt,7,4,0%,nt,nt,nt,-8%
O=C1NC(=O)C(=Cc2ccc(-c3ccccc3[N+](=O)[O-])o2)C(=O)N1,-10%,17%,?,6,10,-1%,3,1,5%,0%
O=C(c1ccccc1F)c1cn(CC(=O)N2CCCCC2)c2ccccc12,-7%,2%,0%,4,24,-1%,5,2,-3%,-23%
COc1c(O)ccc2c1-c1c3c(cc4c1C(C2)N(C)CC4)OCO3 (centres undefined),-16%,1%,-1%,16,5,11%,3,1,nt,36%
O=C(NCC(c1cccnc1)N1CCN(c2ccccc2F)CC1)Oc1ccccc1 (centres undefined),nt,-1%,-14%,-11,-1,1%,1,0,-1%,-10%

Individual results from the results shown:
For A-T KAP1 phos, CCC(C)(C)n1nnnc1C(c1cccs1)N1CC=C(c2ccc(F)cc2)CC1 (centres undefined) has 3%
For KCNH2 WT inh, O=[N+]([O-])c1ccccc1-c1cc(-c2ccccc2)cc(-c2ccccc2)[n+]1Cc1ccccc1Cl has -4

Next section
compound,A-T KAP1 phos,MBNL1 CUG block,CXXC DNA block,KCNH2 3.1 block,KCNH2 WT inh,ASM inhibitor,TRPV1 ag,Coupling enz,GALK inh,Integrin act MD
CCOC(=O)C1=C(N)Oc2ccccc2C12C(=O)N(CC(=O)OC)C(CC(=O)OC)=C2C(=O)OC (centres undefined),-4%,1%,5%,-2,9,6%,1,-2,-1%,-33%
C=CCC1(Nc2ccccc2)CC(C)N(C)CC1C (centres undefined),3%,-13%,2%,6,-18,7%,2,0,3%,9%
COc1cc(C(=O)N/N=C/C23CC[C@@H](O)CC2(O)CC[C@@H]2[C@@H]3CCC3(C)C(C4=CC(=O)OC4)CCC23O)ccc1O (some centres undefined),-5%,3%,-13%,0,-4,4%,4,-1,nt,-10%
CCC(=NCc1ccco1)c1c(O)n(-c2ccc(C)cc2)c(=O)[nH]c1=O,-2%,-2%,2%,-4,-7,3%,-9,-1,0%,24%
CN1C(=O)N(C)C(=O)C2(Cc3c(nc4ccccn4c3=O)N3CCC(Cc4ccccc4)CC32)C1=O (centres undefined),5%,5%,0%,nt,nt,nt,0,0,0%,nt
ClCCN(CCCl)c1ccc(C=Cc2ccncn2)cc1,nt,nt,nt,5,-8,362%[activator],nt,nt,nt,8%

In the list so far, these have a nitro group on carbon:
compound,A-T KAP1 phos,MBNL1 CUG block,CXXC DNA block,KCNH2 3.1 block,KCNH2 WT inh,ASM inhibitor,TRPV1 ag,Coupling enz,GALK inh,Integrin act MD
CN1C(=O)NC(=O)/C(=C/c2ccc([N+](=O)[O-])s2)C1=O,?,?,-11%,-19,0,0%,1,-21,-2%,-58%[inhibitor]
O=[N+]([O-])c1ccc(Nc2ccccc2)cc1,-1%,nt,3%,1,1,-15%,5,3,0%,26%
O=C1c2cccc3cc([N+](=O)[O-])cc(c23)C(=O)N1c1ccccc1O,3%,?,0%,15,-2,-4%,-1,1,5%,-29%
O=[N+]([O-])c1ccccc1-c1cc(-c2ccccc2)cc(-c2ccccc2)[n+]1Cc1ccccc1Cl,7%,nt,nt,-5,-4,-9%,-1,nt,nt,-41%
CN1C(=O)C(=Cc2ccc(N(C)C)c([N+](=O)[O-])c2)C(=O)N(C)C1=O,-1%,?,-9%,nt,nt,nt,-2,-3,0%,nt
O=C1NC(=O)C(=Cc2ccc(-c3ccccc3[N+](=O)[O-])o2)C(=O)N1,-10%,17%,?,6,10,-1%,3,1,5%,0%

Only part of the results is shown, so the mix of outcomes need not match the whole.
